# Bioassay records from PubChem.
# Akt phos inh: HTS Assay for Inhibitors of Akt Phophorylation: Primary Screen. activity change, % for hits at 50 µM. Neuro2A IGF-stimulated pAkt S473 HTRF, 20 min; active compounds read low. AID 651550, 2012. hit rate 0.32% among 360,000; in the data active means activity change below about -80%; inconclusive means mostly about -51% to -80%; further: on the % scale 0 is the no-effect control and ±100 the full control effect
#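 Neuro2A cells (4,500/well, DMEM with 0.5% FBS) were treated with compound at a single 50 µM final concentration, stimulated with 6 nM IGF for 20 min at 37 °C, and lysed. Phospho-Akt Ser473 was read by HTRF as 665/615 ratio ×10^4.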
# Nrf2 activator: qHTS of Nrf2 Activators; AREc32 ARE-luciferase reporter (MCF7-derived line), luminescence, 24 h; Potency, µM (series often up to 46.1 µM), for the others: at the highest dose activation, usual class: activators; hit rate 0.31% among 410,000; AID 624171, 2012; further: potency means the concentration at half of the fitted maximal effect; % of control where 0% means no effect; nearly all actives have a fitted effect of over 65% in size
#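 Cells of the AREc32 ARE-luciferase line are plated in OPTI-MEM containing 5% FBS and left overnight at 37 deg C. Compounds are pinned in, incubation continues 24 hr, and firefly luciferase signal is then measured.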
# Nrf2 inh: Nrf2 qHTS screen for inhibitors; A549 ARE-Fluc reporter, luciferase luminescence, 18-24 h; hit rate 2.1% among 360,000; Potency, µM (titrated, usually from 46 µM), for inactives: at the top dose activity change, negative = inhibition, actives largely listed as inhibitors; further: potency means the concentration at half of the fitted maximal effect; on the % scale 0 is the no-effect control and ±100 the full control effect; nearly all actives have a fitted effect of over 60% in size
#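 Nrf2 function is reported as luminescence of an ARE-controlled luciferase in A549 cells. Compounds were tested at several concentrations, and a CellTiter-Fluor read on the same wells flagged cytotoxicity.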
# HepG2 tox: qHTS for Inhibitors of TGF-b: Cytotox Counterscreen. HepG2 CAGA-GFP viability, ATP luminescence, 18 h. Potency, µM (highest dose often 46.1 µM), for inactives: at the top dose activity change, negative = cytotoxicity, actives largely listed as cytotoxic. hit rate 0.76% among 410,000; further: potency means the concentration at half of the fitted maximal effect; some results filed as inactive show a strong effect at the top dose
#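 CellTiter-Glo luminescence gave cytotoxicity after 18 hours at 37 degrees C. The cells were HepG2 CAGA-GFP in 1% FBS DMEM, stimulated with 500 pg/mL TGF-beta after compound addition. %Activity was normalised to no-cell wells (complete cell-killing) and DMSO (no toxicity), and curves were fitted and classified.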
# TGFb inhibitor: qHTS for Inhibitors of TGF-b | AID 588855, 2011 | hit rate 1.2% among 410,000 | Potency, µM (series often up to 46.1 µM), without a hit: top-dose activity, negative = inhibition, actives largely listed as inhibitors | HepG2 CAGA-GFP TGF-b/SMAD3 reporter, GFP fluorescence, 18 h; TGF-beta stimulated, 500 pg/mL final; further: potency means the concentration at half of the fitted maximal effect; on the % scale 0 is the no-effect control and ±100 the full control effect; nearly all actives have a fitted effect of over 65% in size
#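 Inhibition was scored as loss of TGF-beta-induced (500 pg/mL final, 18 hours, 37 degrees C) GFP in HEPG2 cells carrying a CAGA-GFP reporter, in DMEM with 1% FBS. Well GFP was summed per cell; Activity was normalised to unstimulated and stimulated DMSO wells, then concentration-response fitting.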
# A549 viability: Nrf2 qHTS screen for inhibitors: counterscreen for cytotoxicity; A549 ARE-Fluc cells, CellTiter-Fluor viability, 18-24 h; Potency, µM (highest dose often 46 µM), inactives show top-dose activity change, negative = cytotoxicity, most hits filed as inhibitors; hit rate 0.16% among 390,000; further: potency means the concentration at half of the fitted maximal effect; on the % scale 0 is the no-effect control and ±100 the full control effect
#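 A549 ARE_Fluc cells in 5% FBS OPTI-MEM were exposed to compounds in concentration-response for 18-24 h at 37 deg C. Viability was read by CellTiter-Fluor fluorescence (Ex 405/Em 525) after 30 min, before the luciferase read.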
# CCT modulator: High-Throughput Screening for Modulators of Cytosolic Chaperonin Activity | purified chaperonin ATPase assay, HTRF ADP detection, 30 min | activity change, % (no concentration beside the values), hits read low | hit rate 0.3% among 360,000; in the data active means activity change below about -30%; further: on the % scale 0 is the no-effect control and ±100 the full control effect
#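 TRiC at 40 or 20 nM final (batch-dependent) in 30 mM Tris pH 7.4, 100 mM KCl, 5 mM MgCl2, 1 mM DTT, with compound at single 76 uM and 10 uM ATP, 30 min at 37 deg C. ADP detected by HTRF Transcreener, 665/615 ratio.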
# Mm-Cpn inhibitor: Inhibitors of TCP-1 ring complex (TRiC) of Methanococcus maripaludis (MmCpn): qHTS; Potency, µM (titrated, usually from 76.9 µM), for the others: at the highest dose activity, negative = inhibition, most hits filed as inhibitors; Chaperonin Mm-Cpn (Methanococcus maripaludis); purified Mm-Cpn ATPase, ADP Transcreener TR-FRET; AID 504842, 2011; hit rate 0.031% among 330,000; further: potency means the concentration at half of the fitted maximal effect; on the % scale 0 is the no-effect control and ±100 the full control effect; nearly all actives have a fitted effect of over 80% in size
#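 TR-FRET (320 nm excitation; 590 and 665 nm emission) reports ADP made from 10 uM ATP by 25 nM enzyme; compounds were preincubated 10 min, reaction run 30 min, both at 37°C.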
# Abeta rescue: qHTS for compounds that reverse cellular toxicity of Amyloid beta (A-beta) peptide in yeast: Primary Screen | yeast expressing A-beta42, growth rescue, OD600, 48 h; response scale: 0% DMSO, 100% iron-clioquinol control | Potency, µM (series often up to 46.1 µM), inactives show at the top dose growth rescue, most hits filed as activators | hit rate 0.063% among 410,000 | AID 1347071, 2019; further: potency means the concentration at half of the fitted maximal effect; nearly all actives have a fitted effect of over 55% in size
#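 Yeast A-beta toxicity model in growth medium with pinned compounds, 48 h at 30 C; growth read as absorbance at 600 nm. Normalized to FeCl3/clioquinol equimolar mix (positive) and DMSO (negative).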
# The depositor's hits bear a star; i = inactive; ? = inconclusive; / = not tested or not shown; [ ] = remark or other dose. Unless noted, the call rests on the fitted dose curve; in most records, active means well fitted curve in the direction sought with a large enough effect; inconclusive means small, poorly fitted or top-dose-only effect, or another doubt; inactive means no such curve, though single readings can be large; an effect the other way counts as inactive or inconclusive. Compounds as they come; about 4.3% have a hit in one of these screens.
# Sequence of screens – Akt phos inh	Nrf2 activator	Nrf2 inh	HepG2 tox	TGFb inhibitor	A549 viability	CCT modulator	Mm-Cpn inhibitor	Abeta rescue
- COc1ccccc1S(=O)(=O)N1CCN(S(=O)(=O)c2cccs2)CC1
    i	-1.0%	7%	0%	3%	1%	-5.9	0%	-11%
- CCOC(=O)c1ccc(NC(=O)CSc2ccc(-c3sc(C)nc3C)nn2)cc1
    /	6.5%	/	-13%	-2%	-1%	/	/	11%
- O=C(CCc1c[nH]c2ccccc12)OCc1ccc(Br)cc1
    i	-0.7%	13%	-28%	?	-4%	0.1	2%	29%
- Cc1cc(NS(=O)(=O)c2ccc(NC(=O)c3ccc(Br)o3)cc2)nc(C)n1
    i	0.4%	-11%	1%	-6%	9%	1.5	-1%	-15%
- N#C/C(=C\c1cccnc1)C(=O)Nc1ccccc1
    i	-0.5%	14%	2%	27%	-4%	-1.4	-6%	?
- Cc1cc(C(=O)NC2CCCc3c2cnn3-c2ccc(C)c(C)c2)n(C)n1 (centres undefined)
    i	-0.6%	0.21µM*	-31%	-32%	-21%	1.6	-9%	3%
- O=C(OCc1cc(-c2ccccc2)no1)c1ccc2ccccc2n1
    i	0.2%	7%	4%	7%	-3%	-0.8	2%	8%
- CCOc1ccccc1C(=O)Nc1ccccc1C(N)=O
    /	2.5%	/	2%	-3%	8%	-2.5	1%	-8%
- NS(=O)(=O)c1ccc(NC(=O)COC(=O)c2ncc(Cl)c(Cl)c2Cl)cc1
    i	4.2%	7%	6%	0%	0%	-0.1	2%	1%
- CCOc1ccccc1CNC(=O)c1ccc2nc(CCc3ccccc3)oc2c1
    /	-0.6%	/	-2%	17%	8%	/	/	-8%
- CCCCc1ccc(/C(C)=N/NC(=O)C2CCCC2)cc1
    i	0.5%	-23%	2%	-1%	1%	2.0	1%	-5%
- NS(=O)(=O)c1ccc(NC(=O)CSc2nnc(NC3CC3)s2)cc1
    i	0.0%	5%	2%	0%	-3%	-7.3	-1%	-6%
- CC(=O)c1nnn(-c2nc(N3CCCC3)nc(N(c3ccccc3)c3ccccc3)n2)c1C
    i	-0.2%	1%	-2%	17%	-26%	-2.9	1%	12%
- Cc1noc(C)c1S(=O)(=O)N1CCC(C(=O)Nc2ccc(OC(F)(F)F)cc2)CC1
    i	-0.9%	?	-25%	-8%	-25%	-0.1	3%	11%
- CC(=O)Nc1ccccc1-c1nn[nH]n1
    -101%*	0.7%	/	4%	?	1%	-0.7	0%	-7%

# Two entries from above, with tabs:
structure	Akt phos inh	Nrf2 activator	Nrf2 inh	HepG2 tox	TGFb inhibitor	A549 viability	CCT modulator	Mm-Cpn inhibitor	Abeta rescue
Cc1cc(C(=O)NC2CCCc3c2cnn3-c2ccc(C)c(C)c2)n(C)n1 (centres undefined)	i	-0.6%	0.21µM*	-31%	-32%	-21%	1.6	-9%	3%
O=C(OCc1cc(-c2ccccc2)no1)c1ccc2ccccc2n1	i	0.2%	7%	4%	7%	-3%	-0.8	2%	8%

# Next part.
# Sequence of screens – Akt phos inh	Nrf2 activator	Nrf2 inh	HepG2 tox	TGFb inhibitor	A549 viability	CCT modulator	Mm-Cpn inhibitor	Abeta rescue
- CCOc1ccc(-c2nnc(N(CC)C(=O)C3CCC3)s2)cc1
    i	0.1%	3%	-29%	-3%	2%	-2.9	-1%	6%
- COC(=O)C1=C(C)N(Cc2ccccc2)C(=O)N[C@H]1c1ccc(Br)cc1
    i	-0.7%	-19%	-6%	-1%	-16%	0.4	-2%	-23%
- O=C(Nc1cccnc1Cl)c1cc2ccccc2o1
    i	?	?	-2%	-4%	0%	1.8	1%	-13%
- CC(Sc1nnnn1-c1ccc(Cl)cc1)C(=O)NCC(=O)Nc1ccc(F)c(F)c1F (centres undefined)
    i	0.1%	0%	11%	?	-4%	-26	-2%	0%
- COc1cc(O)ccc1-c1nc2cc(C)ccn2c1Nc1ccccc1C
    /	15%	5%	-33%	?	-3%	/	/	-16%
- CCN1CCN(c2ncc(C(=O)N3CCN(c4ccccc4OC)CC3)c3ccccc23)CC1
    i	-0.1%	17%	2%	15%	-6%	-2.0	/	6%
- CC(C)Oc1ccc(CNC(=O)Cn2c(=O)c3cccn3c3cccnc32)cc1
    i	-0.5%	2%	2%	-1%	19%	1.3	-5%	-3%
- S=C(NC1CCCCC1)c1ccc2c(c1)OCO2
    i	0.7%	?	-12%	0%	-4%	1.3	-5%	-3%
- Cn1c(-c2ccc(=O)[nH]c2)nc2ccccc21
    i	0.6%	-1%	7%	3%	9%	-1.6	-3%	-15%
- COc1cccc(NC(=O)c2csc3c2CCCC3)c1
    i	7.2%	5%	0%	0%	-4%	-0.8	-8%	-13%
- Cc1noc(C)c1S(=O)(=O)N1CCCC(C(=O)N2CCN(C3CCCCC3)CC2)C1 (centres undefined)
    i	0.0%	10%	-15%	-6%	1%	1.3	1%	-6%
- O=C(Nc1ccc(N2CCCCC2)cc1)c1cccnc1Cl
    i	2.1%	1%	-13%	2%	6%	1.0	3%	-3%
- FC(F)(F)c1cccc(Cc2noc(CN3CCCC(CN4CCCC4)C3)n2)c1 (centres undefined)
    i	-0.1%	?	-25%	-20%	6%	-0.7	3%	8%
- Cc1cc(F)c(F)cc1C(=O)N1CCCC1
    i	0.0%	7%	2%	1%	13%	1.6	0%	1%
- Cc1ccccc1S(=O)(=O)NC(=O)C1(C)CCN1C(=O)C(C)(C)c1ccccc1 (centres undefined)
    i	-1.2%	/	-2%	-1%	/	-1.0	/	-9%
- CCOc1ccc(N(CC(=O)NC2CCCC2)C(=O)CCC(=O)Nc2ccccn2)cc1
    i	-0.8%	/	-1%	-5%	0%	-4.9	-1%	13%
- COc1ccc(CN2CCNC(=O)C2CC(=O)NCc2cccc(C)n2)c(OC)c1 (centres undefined)
    i	-0.3%	-4%	-19%	-8%	-1%	0.4	0%	-6%
- COc1ccc(CNC(=O)NC(C)(C)c2cccc(C(C)(C)NC(=O)NCc3ccc(OC)cc3)c2)cc1
    i	0.7%	1%	4%	1%	-3%	0.9	0%	0%
- Cc1ccc(N2CCN(C(=O)c3ccc4c(Cl)c5c(nc4c3)CCCC5)CC2)c(C)c1
    /	0.3%	15%	7%	?	2%	/	/	-4%
- O=c1cc(-c2cccs2)oc2ccc(Cl)cc12
    i	11µM*	?	-20%	51%[activator]	-5%	0.3	-8%	-12%
- Cc1ccc(CN2CCC(n3nccc3NC(=O)c3ccc4c(c3)OCO4)CC2)o1
    i	0.0%	8%	-1%	0%	3%	-1.9	1%	-8%
- O=C(CC(NC(=O)C(F)(F)F)c1ccccc1)Nc1nnc(CCc2ccccc2)s1 (centres undefined)
    i	2.7%	4%	-1%	10%	2%	2.5	-1%	12%
- Cc1ccc(NC(=O)COC(=O)Cn2cnc3c2c(=O)n(C)c(=O)n3C)cc1Cl
    i	0.2%	2%	-2%	-3%	0%	0.5	-6%	-4%
- O=C(CSc1nc2ccccc2nc1Cc1ccccc1)N1CCCCC1
    /	2.1%	/	-6%	?	-5%	/	/	-22%
- O=C(NCc1ccccc1)c1cc(-c2ccco2)on1
    i	3.8%	9%	-2%	15%	-12%	2.2	1%	-5%
- COc1ccc2sc(N(CCN(C)C)C(=O)c3ccc4ccccc4c3)nc2c1
    i	0.0%	0%	-17%	1%	8%	1.1	0%	/
- CC(C)(C)C(=O)N1CCN(c2c(Cl)cccc2[N+](=O)[O-])CC1
    i	-0.4%	-15%	-14%	-21%	13%	0.6	1%	-31%
- COc1ccc(CNC(=O)CSc2nc(-c3ccccc3)cc(-c3cccs3)c2C#N)cc1
    i	-0.3%	?	-19%	-5%	-19%	-2.0	-4%	9%
- CCOC(=O)CSc1nc2ccccc2n1CC(=O)N(C(C)C)C(C)C
    i	-0.2%	-5%	9%	-19%	2%	-2.2	1%	13%
- Cc1cc(OCC(=O)NC2CC(C)(C)NC(C)(C)C2)c2c(C)c(C)c(=O)oc2c1
    i	2.2%	9%	0%	1%	-1%	-1.1	-3%	1%
- CCCCn1c(SCC(=O)N2CCCCC2C)nc2cc(S(N)(=O)=O)ccc21 (centres undefined)
    i	-0.4%	/	-20%	-1%	2%	0.4	-4%	-2%
- CSc1ccccc1NC(=O)c1cnc2scc(C)n2c1=O
    i	7.1%	?	-36%	-4%	3%	-1.9	3%	3%
- CN1CCN(CCOCCOc2c(Cl)cc(Cl)cc2Cl)CC1
    i	-0.4%	1%	4%	3%	0%	-17	/	-5%

# Compound profiles (already shown). Order of values: Akt phos inh	Nrf2 activator	Nrf2 inh	HepG2 tox	TGFb inhibitor	A549 viability	CCT modulator	Mm-Cpn inhibitor	Abeta rescue
# Listed for CCCCn1c(SCC(=O)N2CCCCC2C)nc2cc(S(N)(=O)=O)ccc21 (centres undefined) : i	-0.4%	/	-20%	-1%	2%	0.4	-4%	-2%
# Listed for COc1ccc(CN2CCNC(=O)C2CC(=O)NCc2cccc(C)n2)c(OC)c1 (centres undefined) : i	-0.3%	-4%	-19%	-8%	-1%	0.4	0%	-6%
# Listed for COc1ccc2sc(N(CCN(C)C)C(=O)c3ccc4ccccc4c3)nc2c1 : i	0.0%	0%	-17%	1%	8%	1.1	0%	/
